# Screening results deposited in PubChem BioAssay by Broad Institute.
# miR122 inh: miR-122 inhibition in Huh7 cells; Huh7 miR-122 Renilla luciferase sensor, 48 h; neutral wells = 0, positive control = 100; activation (reporter increase), % at 12.5 µM; 340,000 compounds, 0.3% hits; AID 602342;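 active = mean replicate activation score at least 90 and every replicate individually at or above 90; inconclusive = only one of the two criteria met; inactive = neither criterion met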;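 also: higher luciferase means less miR-122 activity so hits act as miR-122 inhibitors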
# GSIS activator: primary screen for activators of insulin secretion dependent on glucose, INS-1E cells, GLuc reporter luminescence. AID 743287. 370,000 compounds, 0.61% hits. INS-1E GLuc reporter insulin secretion, 2-3 h. activation, % at 16.6 µM;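 active = lowest replicate activation of at least 40%, so every replicate reaches that level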;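 also: 0% = median of neutral control wells and 100% = median of IBMX positive control wells; some compounds called inactive have numbers as strong as hits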
# PAX8 inh HTS: inhibitors of PAX8 transcriptional activity in RMG-I cells. RMG-I TPO-luciferase reporter, SteadyGlo, 24 h. inhibition, % at 12.6 µM. 360,000 compounds, 1.2% hits. AID 652154;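 active = mean replicate inhibition at least 60% with every replicate also reaching 60%; inconclusive = only one of the two criteria is met; inactive = mean below 60% and not all replicates reaching 60%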;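 also: luciferase light reporting Pax8 driven TPO promoter activity; plate controls were median of neutral control wells for no effect and mitoxantrone controls for full effect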
# CFTR F508del cor: correctors of CFTR F508del function in bronchial epithelial cells | 350,000 compounds, 0.36% hits | AID 720511 | CFBE cells, YFP halide quenching; stimulated with forskolin plus potentiator P3; % fluorescence drop versus neutral controls | activity (quench increase), % at 7.58 µM;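 active = mean added fluorescence quench of at least 8% versus neutral control, with both replicates also reaching 8%; inconclusive = only one of the mean or replicate conditions met; inactive = mean below 8% and not both replicates reaching 8%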;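 also: cells transiently co-express mutant CFTR-F508del with the halide-sensitive YFP; corrector assay measuring rescue of mutant channel to the surface after 24 h compound exposure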
# EWS-Fli inh: blocks EWS/Fli oncoprotein-driven transcription | 350,000 compounds, 0.67% hits | A673 NR0B1-luciferase reporter, viability-normalised | AID 651661 | inhibition, % at 12.6 µM;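 active = mean inhibition of at least 50% after viability correction, with every replicate also passing that limit; inconclusive = mean reaches 50% but only one of two replicates passes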;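 also: firefly luciferase signal divided by Alamar Blue viability fluorescence both relative to DMSO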
# DENV2 CPE: protects cells from dengue virus 2 cytopathic effect; DENV2-infected cells, cytopathic effect rescue, plate reader; CPE inhibition, % at 9.99 µM; 350,000 compounds, 1.7% hits; AID 651640; in the data active = CPE inhibition above about 20%, passing the limit was not always enough; inconclusive = no clear call, values can overlap the other calls; tested in BHK-21 cells;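 also: 0% = median of neutral control wells and 100% = median of positive control wells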
# FN deposition inh: fibronectin deposition inhibition. 350,000 compounds, 0.086% hits. inhibition, % at 12.6 µM. AH1F fibroblasts, Alexa488-fibronectin deposition fluorescence, overnight;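 active = mean inhibition across replicates of 30% or more, regardless of how many single replicates reach that level; inconclusive = mean under 30% yet at least half of replicates reach 30%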;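 also: positive control wells lacked labelled fibronectin entirely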
#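 Assay system: AH1F fibroblasts assembling fluorescent fibronectin matrix; Amount: 10000 AH1F cells per well; Buffer or medium: DMEM, 2% serum; Probe or stimulus: Alexa488-fibronectin, 24 nM final in well; Doses: single compound dose, delivered by pin transfer; Incubation: 1 h adhesion, overnight exposure; Measured by: fluorescence 485/525 nm; Read-out: fibronectin deposition inhibition.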
# The depositor's hits bear a star; ? = inconclusive; . = not tested or not shown; & = joins results of further samples; ! = repeats disagree; [ ] = another dose, or the depositor's remark.
cpd | SMILES | PAX8 inh HTS | EWS-Fli inh | DENV2 CPE | FN deposition inh | CFTR F508del cor | GSIS activator | miR122 inh
1 | Cc1cc(NC(=O)c2cccc(S(=O)(=O)N3CC(c4ccccc4)CC3=O)c2)no1 (stereo not drawn) | 16.0 | 4.3 | -1.8 | 9.9 | -3.1 | -5.4 | -6.0
2 | O=[N+]([O-])c1cc(S(=O)(=O)N2CCCC2)ccc1OCc1ccccc1 | -11.1 | -0.6 | ? | 5.0 | 0.9 | -0.4 | 9.5
3 | CCc1ccc(-c2nc(C)c(CCO)c(=O)[nH]2)cc1 | 0.3 | -8.7 | 8.7 | 3.5 | -0.7 | -3.8 | .
4 | CCOC(=O)c1cnc2c(cnn2C)c1NCCC(O)C(F)(F)F (stereo not drawn) | 2.2 | . | . | -14.4 | . | . | 15.7
5 | O=C(CCN1CCCCC1)NCC[C@@H]1CC[C@@H](NC(=O)C2CCCC2)[C@H](CO)O1 | -1.4 | 3.8 | -8.2 | . | -1.4 | 4.6 | .
6 | N#C[C@H]1[C@@H](c2ccccc2)[C@@H](CO)N1C(=O)c1ccc2c(c1)OCO2 | -3.1 | 3.0 | 17.5 | -12.0 | -1.1 | 5.0 | .
7 | O=C(Nc1ccc(Cl)cc1)Nc1csc([N+](=O)[O-])c1 | 72.3* | -2.5 | -12.6 | -13.2 | -1.7 | -6.6 | -13.4
8 | O=C(COc1ncnc2ccccc12)NC1CCCC1 | 1.6 | -1.4 | 3.4 | 2.1 | 0.4 | -1.6 | -7.0
9 | C[C@@H]1CN([C@H](C)CO)C(=O)c2cc(-c3cccc(C#N)c3)cnc2O[C@H]1CN(C)Cc1ccccc1 | -17.0 | -10.8 | 10.2 | . | -0.7 | 7.9 | 0.0[16.7 µM]
10 | CCCN(C)C[C@H]1Oc2cc(-c3ccc(C)cc3)ccc2S(=O)(=O)N([C@H](C)CO)C[C@@H]1C | . | 18.8 | 8.8 | -10.3 | -1.1 | 10.7 | 22.6[16.7 µM]
11 | COc1ccc(-c2cnc3c(NC=O)cc(-c4ccc(C(=O)N5CCOCC5)cc4)cn23)cc1OC | 22.5 | 2.2 | -5.2 | 10.1 | 3.9 | 25.9 | -12.5
12 | CN1CCCC(C)(C(=O)Nc2ccc3scnc3c2)C1 (stereo not drawn) | -12.4 | 0.3 | -5.5 | 10.1 | 0.1 | 13.5 | 1.5
13 | CNC(=O)C[C@@H]1C(=O)N(C2CCCCC2)CC1(C)C | 1.6 | -1.5 | 5.9 | -3.7 | 0.2 | . | 1.4
14 | CO[C@@H](CN(C)S(=O)(=O)c1cn(C)cn1)[C@H](C)CN(C(=O)Nc1ccc(C(F)(F)F)cc1)[C@@H](C)CO | . | -7.6 | 13.1 | 0.6 | 3.3 | -18.5 | .
15 | O=C(C[C@@H]1C/C=C/CC[C@@H](Cc2ccc(F)cc2)C(=O)OCCNC1=O)N[C@H](CO)Cc1ccccc1 | 12.5 | 4.3 | ? | -5.2 | -13.8 | -5.4 | -15.7
16 | Cc1ccc2cc(CN(CC3CCCO3)C(=S)NCc3ccco3)c(=O)[nH]c2c1C (stereo not drawn) | 15.9 | -51.2 | 6.1 | -6.8 | 4.4 | . | .
17 | CC(=O)Nc1ccc(S(=O)(=O)N2CCN(C(=O)c3ccccc3F)CC2)cc1 | 13.4 | . | . | -2.0 | . | . | 2.7
18 | O=S(=O)(NCc1ccco1)c1ccc(Cl)s1 | 13.3 | 8.4 | -0.9 | 3.7 | -0.4 | -0.4 | 11.4
19 | CN(C(=O)c1cccc(NC(=O)Cc2cccc([N+](=O)[O-])c2)c1)C1CCC1 | -1.6 | 23.3 | 8.1 | 10.1 | 0.7 | 15.3 | .
20 | Cc1ccc2oc(C(=O)N3CCN(CCO)CC3)c(C)c2c1 | -16.2 | 0.4 | -0.1 | 5.9 | 0.7 | 8.3 | -3.6
21 | CCCCOc1ccc(Cl)cc1Nc1nc(NCCO)nc(N2CCCC2)n1 | 28.3 | -6.8 | 1.4 | -3.3 | 4.5 | . | .
22 | CC1CCN(c2ccc(C(=O)Nc3ccc4c(c3)OCO4)cc2[N+](=O)[O-])CC1 | -9.6 | 2.7 | 0.7 | -13.7 | -0.3 | 12.2 | .
23 | COc1ccc(-c2nc3c(Cl)cc(C(F)(F)F)cn3c2Cc2cccc(F)c2)cc1OC | -5.9 | 0.0 | -9.2 | 5.4 | -0.9 | 15.2 | -3.2
24 | CC1CCN(S(=O)(=O)c2ccc(NC(=O)C3CC3)cc2)CC1 | 0.8 | 14.9 | 1.5 | -6.2 | -2.7 | -16.2 | 0.2
25 | CC(C)(C(=O)N1CCC1(C)C(=O)NS(=O)(=O)c1ccccc1Cl)c1ccccc1 (stereo not drawn) | -2.2 | -0.1 | -3.5 | -4.4 | -3.3 | 34.2 | 33.0
26 | COCCCNC(=O)Cc1c(C)c2c(cc(C)c3c(C)c(C)oc32)oc1=O | 3.1 | 8.4 | 3.2 | -0.7 | -2.9 | 6.0 | -6.9
27 | Fc1ccc2nc(C(F)(F)F)cc(N3CCOCC3)c2c1 | 5.6 | 14.7 | -5.5 | -1.7 | -1.8 | 13.3 | -8.8
28 | CCCCC(Sc1nc(C)c(Cc2ccccc2)c(=O)[nH]1)C(=O)O (stereo not drawn) | 3.1 | 4.0 | -3.7 | -1.5 | -1.0 | -7.8 | 17.2
29 | COc1ccc2c3c([nH]c2c1)[C@@H](CO)N(Cc1ccccc1)CC31CN(C)C1 | . | -0.4 | -6.1 | . | 3.7 | -7.9 | .
30 | C[C@@H]1CN([C@H](C)CO)C(=O)c2cc(-c3ccc(F)cc3)cnc2O[C@H]1CN(C)C(=O)NC1CCCC1 | -17.4 | 0.0 | 0.8 | 11.1 | -1.0 | 4.7 | -7.4[16.7 µM]
31 | C[C@@H]1CN([C@H](C)CO)S(=O)(=O)c2ccc(C3=CCCC3)cc2O[C@@H]1CN(C)Cc1cccc(C(=O)O)c1 | -4.1 | 2.4 | 3.1 | . | -2.0 | 3.4 | 18.1[16.7 µM]
32 | O=C(N/N=C/c1c[nH]c2ccccc12)c1cc(Cl)ccc1O | 1.4 | -5.3 | 2.1 | -2.3 | -0.4 | 4.2 | .
33 | O=C(Cc1ccncc1)NCC[C@H]1CC[C@@H](NC(=O)Nc2ccc(F)cc2)[C@@H](CO)O1 | 5.3 | -2.4 | 1.1 | . | -0.2 | 6.6 | .
34 | COc1ccc(NC(=O)CCC(=O)N/N=C/c2cn(C)nc2C)cc1 | 1.6 | 4.7 | -0.8 | -0.3 | -1.1 | -8.2 | -10.0
35 | CCCNC(=O)N1CC2(C1)[C@H](c1ccccc1)[C@@H](CO)N2Cc1cccc(Cl)c1 | 8.5 | -5.9 | -0.3 | . | 0.8 | -24.6 | .
36 | C[C@@H]1CCCCO[C@H](CN(C)C(=O)Nc2ccccc2)[C@@H](C)CN([C@H](C)CO)C(=O)c2cc(NS(=O)(=O)c3cn(C)cn3)ccc2O1 | -3.7&1.3 | 0.1&-5.1 | 44.6*! | -1.0 | 3.2&-1.1 | 6.6 | -3.3
37 | Cn1cccc1C(=O)NNC(=O)COc1ccc(C#N)cc1 | 4.3 | 2.6 | 9.6 | -2.0 | 5.6 | 18.6 | -1.9
38 | COc1ccc(NC(=O)N(C)C[C@@H]2OCCCC[C@H](C)Oc3ccc(NC(=O)C4CCCCC4)cc3C(=O)N([C@@H](C)CO)C[C@@H]2C)cc1 | . | 4.0 | -1.8 | . | 0.8 | -1.7 | 0.6[16.7 µM]
39 | CCCc1ccc(S(=O)(=O)Nc2ccc(C)c(NS(C)(=O)=O)c2)cc1 | 0.2 | 8.9 | 2.0 | 2.7 | 2.2 | 5.8 | 17.2
40 | CCN1CCN(C(=O)CN2C(=O)COc3ccc(S(=O)(=O)N4CCOCC4)cc32)CC1 | 5.3 | . | 2.5 | 8.9 | 0.4 | 6.6 | .
41 | Cc1ccc(-c2noc(CCC(=O)N3CCN(c4cc(C)ccc4C)CC3)n2)cc1 | 6.6 | 3.9 | 11.6 | 2.3 | 4.3 | 2.8 | -9.3
42 | FC(F)(F)c1cc(N2CCOCC2)nc(-c2ccccc2)n1 | 9.2 | -0.5 | -4.4 | 7.6 | . | . | -3.3
43 | CN(C)CC1CCC/C(=C\c2ccc(OC(=O)/C=C/c3ccccc3)cc2)C1=O (stereo not drawn) | . | -5.4 | -5.2 | -8.2 | -1.0 | -4.3 | -3.4
44 | C(=C\c1ccccc1)/CN1CCN(C(c2ccccc2)c2ccccc2)CC1 | 7.3 | -6.6 | ? | 6.4&4.9 | -1.5 | -31.3 | -1.0
45 | CC(C)N(Cc1ccccc1)S(=O)(=O)c1ccc2c(c1)NC(=O)CO2 | 7.2 | . | 2.7 | -0.7 | -0.8 | -25.0 | 3.3
46 | O=C(Nc1cc(SCCO)cc([N+](=O)[O-])c1)c1ccco1 | -17.4 | . | . | 0.9 | . | 31.2 | -3.5
47 | Cc1ccc(C)c(NC(=O)COc2cccc3c2CCN(Cc2ccccc2C)C3=O)c1 | -3.7 | . | . | -4.2 | . | -38.9 | -3.0
48 | O=C(CSc1n[nH]c(=O)n1-c1ccccc1)N1CCOCC1 | -2.5 | -0.7 | 2.6 | 8.0 | 2.1 | 6.8 | .
49 | Cn1c(=O)oc2cc(S(=O)(=O)N3CCCC(C(=O)Nc4ccccn4)C3)ccc21 (stereo not drawn) | 3.9 | 4.1 | 6.4 | -5.0 | -2.5 | -7.9 | -5.8
50 | C/C(=N\N(Cc1ccccc1)c1ccccc1)c1ccncc1 | -30.0 | -3.5 | 15.9 | -7.2 | 0.5 | -3.8 | 2.1
